ST2 IL33 inh: IL1RL1 inhibition. actives 2.3% (n = 78,000). AlphaLISA ST2-Fc/biotin-IL-33 interaction, 1 h. AID 1259354. inhibition, % for hits at 17 µM. Q01638; in the data active = inhibition above about 30%; inconclusive = mostly about 10% to 28%
Target sequence (Q01638 whole entry, looked up): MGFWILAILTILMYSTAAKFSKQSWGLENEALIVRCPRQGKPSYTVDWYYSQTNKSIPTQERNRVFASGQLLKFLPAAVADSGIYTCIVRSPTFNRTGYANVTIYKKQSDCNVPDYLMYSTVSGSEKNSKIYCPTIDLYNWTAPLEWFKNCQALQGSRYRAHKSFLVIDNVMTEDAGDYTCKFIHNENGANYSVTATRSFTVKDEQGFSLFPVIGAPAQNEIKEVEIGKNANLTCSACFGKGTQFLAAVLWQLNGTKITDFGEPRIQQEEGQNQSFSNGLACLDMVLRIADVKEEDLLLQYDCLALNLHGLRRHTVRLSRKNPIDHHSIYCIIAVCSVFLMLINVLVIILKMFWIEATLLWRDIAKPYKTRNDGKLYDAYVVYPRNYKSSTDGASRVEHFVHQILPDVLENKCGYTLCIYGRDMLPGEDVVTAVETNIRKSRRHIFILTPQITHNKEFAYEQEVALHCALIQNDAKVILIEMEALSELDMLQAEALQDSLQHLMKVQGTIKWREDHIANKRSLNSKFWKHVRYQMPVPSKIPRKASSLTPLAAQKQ
Numbers without * were called inactive; i = inactive; ? = inconclusive. An excerpt; the hit share may differ from the screen's.

SMILES	ST2 IL33 inh
COc1cc(OC)c(C2C(C(=O)Nc3ccc(C)cc3C)=C(C)Nc3ncnn32)cc1OC (stereo not given)	i
Brc1cccc(CN2CCC(N3CCCCC3)CC2)c1	?
CCN(CC)S(=O)(=O)c1ccc2c(c1)NC(=O)CC(=O)N2	i
Cc1ccc(C(=O)N2CCCN(C(=O)c3ccc(C)cc3)CC2)cc1	i
Cc1ccnc(NC(c2cccc(C)n2)c2ccc3cccnc3c2O)c1 (stereo not given)	?
Cc1cc([N+](=O)[O-])c(C)cc1-c1ccc(/C=C(\C#N)c2nc3ccccc3[nH]2)o1	38%*
CCOC1(N=C(C)NS(=O)(=O)c2ccc(Cl)cc2)C(C)=CC(=O)C=C1C	i
Cc1ccc(Nc2nc(-c3cccnc3)nc3ccccc23)cc1	?
COc1ccc(C(=O)CN2C3=NCCN3c3ccccc32)cc1OC	i
Cc1cc2nc(N3CCCN(Cc4cccc5cccnc45)CC3)nc(C)c2cc1C	?
CCC1CCCCN1CCCNC(=O)c1cc2c(=O)oc3ccccc3c2s1 (stereo not given)	i
COC(=O)c1ccccc1NC(=O)N1CCC[C@@H](O)[C@H](NC(=O)c2ccc(OCCN3CCCC3)cc2)C1	?
O=C(NCc1ccc(C(F)(F)F)cc1)c1cn(CCCc2ccccc2)nn1	?
O=C(Nc1nnc(N=Cc2ccc([N+](=O)[O-])s2)s1)c1ccccc1[N+](=O)[O-]	?
O=c1oc2cc(OCc3ccc([N+](=O)[O-])cc3)ccc2c2c1CCCC2	i
NC(=O)C1CCN(C2CC(=O)N(c3ccccc3[N+](=O)[O-])C2=O)CC1 (stereo not given)	?
Cc1cccc(N2CCC(NC(=O)CCn3nnnc3CN3CCOCC3)CC2)c1	i
CC(=O)Nc1cccc(-c2cccc(-n3cnnc3)c2)c1	i
COc1cc(OC)cc(-c2nc3ccc(C)cc3c(=O)o2)c1	i
Cc1[nH]c2ccc(CNC(=O)C3CC(=O)N(c4cccc(O)c4)C3)cc2c1C (stereo not given)	i
COc1ccc(CCNC(=O)c2ccccc2F)cc1OC	i
COc1ccc(-c2noc([C@@H]3C[C@H](NS(=O)(=O)c4ccccc4)CN3C)n2)cc1	i
COc1ccc(OCC(=O)Nc2cccc(OCc3cc(=O)n4cc(Cl)ccc4n3)c2)cc1	i
Cc1csc2ncc(C(=O)Nc3ccc(F)cc3)c(=O)n12	i
CC(C)c1nnsc1CNC(=O)C1CCCN(C(=O)N(C)C)C1 (stereo not given)	i
Cc1ccc(-c2nc(C(N)=O)c3c(n2)n(-c2ccc(C)c(C)c2)c(=O)n3Cc2ccccc2)cc1	i
Clc1ccc(CSc2nnc3c(n2)[nH]c2ccccc23)cc1	i
Nc1ccc(C(=O)c2ccc(N)c(N)c2)cc1N	?
O=C(O)C=C1C2CC3CC(C2)CC1C3	i
CC(C)Cc1ccc(S(=O)(=O)NCc2nc3cccnc3n2Cc2ccc(F)cc2)cc1	i
O=C(NCc1ccccc1)c1cc(-c2ccc(Br)cc2)on1	i
COc1cc(C(=O)N(C)CC2CCCN(CCc3cccc(C(F)(F)F)c3)C2)ccc1C (stereo not given)	?
CC(C)c1ccc(NC2CCCN(C(=O)c3cc(C(C)C)nc(N)n3)C2)cc1 (stereo not given)	i
Cc1ccccc1NC(=O)CCNC(=O)COc1c(C)ccc(C)c1C	i
CSCCC(=O)N1C(C)CCCC1C(=O)O (stereo not given)	i
Cc1cc(Br)cc2c1=NC(=O)C=2c1sc(Nc2ccc(F)cc2)nc1O	?
Cc1ccc(S(=O)(=O)N[C@H]2C[C@@H](c3nc(-c4ccccc4)no3)N(C)C2)cc1	i
CC1=C[C@@H](CNCc2ccncc2)[C@H](C(C)C)C[C@H]1Cc1nnc(C)o1	?
CCCCn1c(SCC(N)=O)nc2c(sc3ccccc32)c1=O	i
COc1ccccc1Nc1nc2nonc2nc1Nc1ccc(Cl)cc1	?
Cn1c(=O)[nH]c(=O)c2c1nc(N)n2CC(O)COc1ccc(Cl)cc1Cl (stereo not given)	i
O=C(Nc1ccc(Cl)cc1)c1ccc(I)cc1	i
CN1CCN(CCCNC(=O)CSc2c3c(nc4ccc(Cl)cc24)CCCC3)CC1	i
Cc1ccc(C)c(N(C)C(=O)CCC(=O)Nc2ccc3nc(N4CCOCC4)cc(C)c3c2)c1	i
COc1ccc(F)cc1-c1nccn1CC(OC)c1cccs1 (stereo not given)	?
COc1cc(/C=C2\C(=O)N(c3ccccc3)N=C2C)cc(OC)c1O	?
CCCCN(C)C(=O)C1CCC(Cn2c(=O)c3sccc3n(CC(=O)N3CCCC3)c2=O)CC1 (stereo not given)	i
O=C(c1ccc(-c2ccsc2)nc1)N1CCCN(c2ncccn2)CC1	i

A draw from above in order of length of the SMILES, lowest first:
SMILES	ST2 IL33 inh
COc1ccc(CCNC(=O)c2ccccc2F)cc1OC	i
COc1cc(C(=O)N(C)CC2CCCN(CCc3cccc(C(F)(F)F)c3)C2)ccc1C (stereo not given)	?
COc1ccc(OCC(=O)Nc2cccc(OCc3cc(=O)n4cc(Cl)ccc4n3)c2)cc1	i

Continued.
SMILES	ST2 IL33 inh
NC(=O)C(=O)Nc1cccc(Cl)c1Cl	i
O=S(=O)(NCc1ccccc1)Nc1cccc(-c2cnc[nH]2)c1	?
Cc1ccc(CNC(=O)C2CCCC2)cc1	i
COc1ccc(OC)c(S(=O)(=O)N2CCCCC2C(=O)O)c1 (stereo not given)	i
COc1ccc(-c2nnc(N3CCCCC3)c3ccccc23)cc1	i
C[C@H](C(=O)N1CCOCC1)C1CC[C@@]2(C)Cc3sc(CS(=O)(=O)C(C)(C)C)nc3[C@@H](C)[C@@H]2[C@H]1O (stereo not given in full)	?
Cc1ccc(-n2ncc3c2CC(C)(C)CC3NC2CCOCC2)cc1 (stereo not given)	?
CC1c2cccn2CCN1C(=O)c1cn[nH]c1-n1cnnn1 (stereo not given)	i
Cc1nc(N2CCOCC2)nc(N2CCN(C)CC2)c1[N+](=O)[O-]	?
O=C(C1CC1)N1CCc2cc(Br)cc(S(=O)(=O)Nc3ccccc3F)c21	i
O=C(NCc1ccco1)c1cc(-c2ccc(Br)s2)nc2ccccc12	?
Cc1ccc(NS(=O)(=O)c2ccc([N+](=O)[O-])cc2)nc1	i
O=C(Nc1cccc(Cl)c1)c1ccc(Cl)c(Cl)c1	i
COc1ccc(C(=O)NC(C)Cc2ccccc2)cc1[N+](=O)[O-] (stereo not given)	i
Cc1oc2ccc(O)cc2c1[N+](=O)[O-]	?
CCSc1sc(CC)c(C(=O)O)c1C=O	i
Cn1c(COc2ccc(Cl)cc2)nc2ccccc2c1=O	?
CCOc1ccc(N2C(=O)CC(N(Cc3ccco3)C(=O)CCC(=O)O)C2=O)cc1 (stereo not given)	i
CCOc1ccc(-n2cc(-c3ccc(Br)cc3)[nH]c2=O)cc1	?
O=C(C1CC1)N1CCc2cc(Br)cc(S(=O)(=O)NCc3cccs3)c21	i
COC(=O)C1=C(C)OC(N)=C(C#N)C1C1CCCCC1 (stereo not given)	i
O=C(/C=C/c1cccs1)NCC1Cc2cc(Cl)cc(-c3ncccn3)c2O1 (stereo not given)	i
Nc1nc(N)nc(-c2ccccc2)n1	?
Cc1ccccc1CSc1nnc2sc3ccccc3n12	?
CN1CCn2nc(C(=O)N(C)CCC(O)c3ccccc3)cc2C1 (stereo not given)	i
Cn1cc(S(=O)(=O)CC(=O)Nc2ccccc2)c2ccccc21	i
Cc1c(CN(C)Cc2ccsc2)cnn1C	i
CC1=C(C(=O)Nc2c(F)cccc2F)C(c2ccc(N(C)C)cc2)C2=C(CC(C)(C)CC2=O)N1 (stereo not given)	i
O=C(CSc1nc(O)c(Cc2ccccc2)c(=O)[nH]1)Nc1ccc(Cl)cc1	i
Cc1nccc(-c2cccc(NC(=O)c3ccccc3C3CCNC3)c2)n1 (stereo not given)	?

Gathered by group: those above with a halogen.
SMILES	ST2 IL33 inh
Brc1cccc(CN2CCC(N3CCCCC3)CC2)c1	?
CCOC1(N=C(C)NS(=O)(=O)c2ccc(Cl)cc2)C(C)=CC(=O)C=C1C	i
O=C(NCc1ccc(C(F)(F)F)cc1)c1cn(CCCc2ccccc2)nn1	?
COc1ccc(CCNC(=O)c2ccccc2F)cc1OC	i
COc1ccc(OCC(=O)Nc2cccc(OCc3cc(=O)n4cc(Cl)ccc4n3)c2)cc1	i
Cc1csc2ncc(C(=O)Nc3ccc(F)cc3)c(=O)n12	i
Clc1ccc(CSc2nnc3c(n2)[nH]c2ccccc23)cc1	i
CC(C)Cc1ccc(S(=O)(=O)NCc2nc3cccnc3n2Cc2ccc(F)cc2)cc1	i
O=C(NCc1ccccc1)c1cc(-c2ccc(Br)cc2)on1	i
COc1cc(C(=O)N(C)CC2CCCN(CCc3cccc(C(F)(F)F)c3)C2)ccc1C (stereo not given)	?
Cc1cc(Br)cc2c1=NC(=O)C=2c1sc(Nc2ccc(F)cc2)nc1O	?
COc1ccccc1Nc1nc2nonc2nc1Nc1ccc(Cl)cc1	?
Cn1c(=O)[nH]c(=O)c2c1nc(N)n2CC(O)COc1ccc(Cl)cc1Cl (stereo not given)	i
O=C(Nc1ccc(Cl)cc1)c1ccc(I)cc1	i
CN1CCN(CCCNC(=O)CSc2c3c(nc4ccc(Cl)cc24)CCCC3)CC1	i
COc1ccc(F)cc1-c1nccn1CC(OC)c1cccs1 (stereo not given)	?
NC(=O)C(=O)Nc1cccc(Cl)c1Cl	i
O=C(C1CC1)N1CCc2cc(Br)cc(S(=O)(=O)Nc3ccccc3F)c21	i
O=C(NCc1ccco1)c1cc(-c2ccc(Br)s2)nc2ccccc12	?
O=C(Nc1cccc(Cl)c1)c1ccc(Cl)c(Cl)c1	i
Cn1c(COc2ccc(Cl)cc2)nc2ccccc2c1=O	?
CCOc1ccc(-n2cc(-c3ccc(Br)cc3)[nH]c2=O)cc1	?
O=C(C1CC1)N1CCc2cc(Br)cc(S(=O)(=O)NCc3cccs3)c21	i
O=C(/C=C/c1cccs1)NCC1Cc2cc(Cl)cc(-c3ncccn3)c2O1 (stereo not given)	i
CC1=C(C(=O)Nc2c(F)cccc2F)C(c2ccc(N(C)C)cc2)C2=C(CC(C)(C)CC2=O)N1 (stereo not given)	i
O=C(CSc1nc(O)c(Cc2ccccc2)c(=O)[nH]1)Nc1ccc(Cl)cc1	i
